MsrA act – bovine MsrA enzyme activators, primary screen, biochemical, absorbance, HTS. Methionine sulfoxide reductase A (Bos taurus). 0.3% of 360,000 active. purified bovine MsrA, absorbance read-out. activation, % at 10.6 µM. AID 602163, 2012; in the data active means activation above about 7.5%;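 further: 0% = vehicle and 100% = reference activator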
SKN-1 block – suppressors of acrylamide-induced Pgst-4::GFP reporter in worms, primary screen, SKN-1 inhibitor project, whole organism, uHTS, GFP/RFP fluorescence ratio, strain VP596; C. elegans VP596 Pgst-4::GFP/RFP ratio, 24 h; inhibition, % at 21.8 µM; 0.49% of 360,000 active; AID 624304, 2012;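 active means interference check ratio from 0.5 to 1.5 plus GFP to RFP signal ratio inhibition reaching or exceeding a fixed threshold, cut at about 30% in these data, passing the limit was not always enough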; further: some compounds called inactive have numbers as strong as hits
FAS TE block – FAS thioesterase domain inhibitors, primary screen, biochemical, fluorescence intensity, uHTS; Fatty acid synthase (Homo sapiens), P49327; recombinant FAS-TE, OMFH fluorogenic substrate, fluorescence endpoint; inhibition, % at 15 µM; 0.67% of 360,000 active; AID 602261, 2012;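 active means compounds whose normalised, plate-corrected inhibition of enzyme fluorescence in the single-dose primary screen is 50% or more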;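 further: 0% = DMSO with enzyme and 100% = substrate without enzyme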
Neddyl block – inhibitors of cullin neddylation, primary screen, biochemical, TR-FRET, uHTS, NAE and Ubc12 | NEDD8-conjugating enzyme Ubc12 (Homo sapiens) + NEDD8-activating enzyme E1 regulatory … | AID 651699, 2012 | 0.58% of 360,000 active | calls only at 25 µM; in the data active means inhibition above about 36%
Target sequence (P61081 whole entry, looked up): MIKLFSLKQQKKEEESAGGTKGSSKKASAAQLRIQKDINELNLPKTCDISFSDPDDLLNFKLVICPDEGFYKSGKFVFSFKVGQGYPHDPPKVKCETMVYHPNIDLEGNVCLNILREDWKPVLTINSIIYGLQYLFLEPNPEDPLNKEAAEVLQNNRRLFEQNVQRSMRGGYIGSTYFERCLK
Target sequence (Q13564 whole entry, looked up): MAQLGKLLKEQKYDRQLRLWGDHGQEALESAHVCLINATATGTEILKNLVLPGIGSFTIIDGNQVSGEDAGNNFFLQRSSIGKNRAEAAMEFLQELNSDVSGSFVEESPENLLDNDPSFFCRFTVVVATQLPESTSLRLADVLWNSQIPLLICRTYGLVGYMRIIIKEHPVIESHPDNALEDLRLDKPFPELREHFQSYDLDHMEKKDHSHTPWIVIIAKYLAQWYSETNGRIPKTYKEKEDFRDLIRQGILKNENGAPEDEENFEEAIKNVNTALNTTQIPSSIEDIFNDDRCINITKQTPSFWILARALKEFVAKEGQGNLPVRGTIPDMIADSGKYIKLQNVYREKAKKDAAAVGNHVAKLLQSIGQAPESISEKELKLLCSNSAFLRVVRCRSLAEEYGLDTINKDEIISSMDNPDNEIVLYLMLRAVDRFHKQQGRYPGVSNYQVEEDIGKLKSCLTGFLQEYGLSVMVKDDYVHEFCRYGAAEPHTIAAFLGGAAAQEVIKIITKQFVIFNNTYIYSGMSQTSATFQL
Rin1-Abl PPI inh – inhibitors of Rin1-Abl protein binding, primary screen, biochemical, TR-FRET | inhibition, % at 7.35 µM | 0.4% of 360,000 active | Tyrosine-protein kinase ABL1 (Homo sapiens) + Ras and Rab interactor 1 (Homo sapiens), … | AID 588664, 2011; in the data active means inhibition above about 5%, passing the limit was not always enough
MsrA inhibitor – bovine MsrA enzyme inhibitors, primary screen, biochemical, absorbance, HTS | 0.75% of 360,000 active | inhibition, % at 15.5 µM | AID 651718, 2012 | purified bovine MsrA, absorbance read-out; in the data active means inhibition above about 4.5%;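 further: 0% = vehicle wells with enzyme and 100% = reference inhibitor wells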
CendR NRP1 mod – modulators of CendR peptide binding to NRP-1, primary screen, biochemical, fluorescence polarization, uHTS | Neuropilin-1 (Homo sapiens), O14786 | inhibition, % at 25 µM | 0.85% of 360,000 active | FAM-RPARPAR peptide binding to NRP-1;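 active means inhibition or corrected inhibition above about 18%, plus a signal ratio from 0.5 to 1.5, limit read from the data, passing the limit was not always enough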; further: strong numbers were not always called active
MT1-MMP act inh – blockers of MT1-MMP proenzyme processing, primary screen, HT1080 RFP-PRO-GFP cells, GFP/RFP fluorescence | Matrix metalloproteinase-14 (Homo sapiens), P50281 | GFP/RFP ratio fluorescence, overnight; percent of plate control window, DMSO zero | GFP/RFP ratio change, % at 20 µM | 0.061% of 360,000 active;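 active means GFP/RFP ratio change of at least 30% with cell ATP level not reduced by more than half and red fluorescence within 50% of control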; further: strong numbers were not always called active
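system = RFP-PRO-GFP reporter HT1080 cells | dosing = 20 µM single dose, 1% DMSO | timing = overnight cell settling, then overnight compound exposure, 37 °C, 5% CO2 | read-out basis = GFP/RFP fluorescence ratio | controls = DMSO and RFP-L50D-GFP cell wells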
E coli Lon inh – inhibitors of E. coli Lon protease, primary screen, biochemical, fluorescence polarization | 0.42% of 360,000 active | P0A9M0 | inhibition, % at 7.94 µM | purified E. coli Lon protease; in the data active means inhibition above about 13%, passing the limit was not always enough;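 further: 0% = enzyme with probe and DMSO and 100% = no enzyme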
The depositor's hits bear a star; i = inactive; . = not tested or not shown; + = active, no number.

structure,MsrA act,SKN-1 block,FAS TE block,Neddyl block,Rin1-Abl PPI inh,MsrA inhibitor,CendR NRP1 mod,MT1-MMP act inh,E coli Lon inh
COC(=O)c1ccc(NC(=O)CC(=O)Nc2ccc(C(=O)OC)cc2)cc1,-2,22,-5,i,-1,0.1,6,1,5
Cc1cc(=O)oc2cc(OCC(=O)NC3CCCCC3)c(Cl)cc12,-1,17,12,i,-5,1.6,8,-2,3
COc1ccc2oc(=O)c(-c3nnc(NCc4ccco4)s3)cc2c1,-13,-14,-17,+,-5,2.1,-18,-5,1
CC1CN2C(c3ccc([N+](=O)[O-])cc3)=CSC2=N1 (centres undefined),-1,10,-40,i,-9,0.1,10,0,-3
O=C(NCc1ccco1)c1ccc(Cl)c(S(=O)(=O)N2CCOCC2)c1,0,0,-6,i,0,0.1,-2,-1,-4
CCC(C)[C@H](N)c1nnc(SCC(=O)c2ccc(Cl)cc2)o1 (some centres undefined),4,16,-3,i,0,1.2,-10,3,-4
CCC1=NN(C(=O)c2ccc(Br)cc2)C(O)(c2ccccc2)C1 (centres undefined),-1,7,13,i,-1,-0.1,-9,-2,-1
CCc1ccc(OCC(=O)NNC(=O)CSc2nnc(-c3ccc(C)cc3)n2C)cc1,-1,-3,-10,i,1,0.3,12,-1,0
Cc1ccc(NC(=O)CSc2nc3nc(C)c(Br)cc3[nH]2)cc1F,-2,2,-5,i,-5,0.6,8,1,-5
CCOC(=O)c1ccc(-n2c(C)ccc2C)cc1,-3,6,-6,i,-2,-0.6,8,2,-7
COc1ccccc1NC(=O)Cn1c(=O)n2nc(C)nc2c2ccccc21,-4,-6,-2,i,4,-0.3,3,5,-5
CCCCN(C(=O)CCCc1nc2ccccc2s1)c1c(N)n(CC(C)C)c(=O)[nH]c1=O,-1,13,-3,i,-2,0.5,-6,-2,-14
O=[N+]([O-])c1ccc(CC(Cl)c2ccccn2)cc1 (centres undefined),-1,2,7,i,1,-1.0,-11,5,-13
FC(F)(F)c1cnc2c(c1)[nH]c(=S)n2-c1ccc(Cl)cc1,2,5,2,i,-3,0.1,-16,-1,3
CN(C(=O)c1ccc(NC(=O)Cc2ccc(NC(=O)C3CCCN(C(=O)C4CCC4)C3)cc2)cc1)C1CC1 (centres undefined),-1,4,-10,i,10,-1.7,20,17,-3
CN1/C(=C\C(=O)Nc2ccc(Br)cc2)C(C)(C)c2ccccc21,-12,4,27,i,6,1.4,8,1,2
CCOC(=O)N1CCC(=NNc2ccnc3cc(Cl)ccc23)CC1,-5,14,-2,i,-6,-0.1,-11,-6,1
CN(Cc1ccccn1)C(=O)C1CCC(=O)N(Cc2cccc(F)c2)C1 (centres undefined),-1,3,-4,i,2,-1.5,10,-3,1
O=C(CN1CCN(c2ccc(F)cc2)CC1)OCc1ccccc1,-3,0,-2,i,1,-0.8,-5,1,0
O=C1NC[C@H](Cc2ccccc2)N(C[C@@H]2CCCN2C[C@H](Cc2ccc(O)cc2)N2C[C@H](Cc3ccc(O)cc3)N(CC3CCCCC3)C(=O)C2=O)C1=O,-1,4,2,i,.,-0.6,-2,7,-1
COc1ccc(C)cc1-n1c(SCC(=O)Nc2cccc(C(=O)O)c2)nc2ccccc2c1=O,-1,-4,-1,i,1,0.3,13,-2,3
CCC1CC2CC(NC(C)=O)C1C2 (centres undefined),-10,-3,-7,i,2,-0.3,-1,-1,-2
O=C(c1ccco1)N1CCN(c2cc(N3CCOCC3)c(F)cc2[N+](=O)[O-])CC1,-8,0,-5,i,0,0.2,14,2,-2
CC1CCC(NC(=O)CNC(=O)c2cccs2)CC1 (centres undefined),-2,8,-5,i,-2,-1.2,-14,1,-10
COCCOc1cc(N)c(Cl)cc1Cl,-3,12,0,i,3,1.2,3,5,-12
COc1ccc(C(=O)NCC(c2cccnc2)N2CCN(c3ccccc3OC)CC2)cc1OC (centres undefined),6,-2,-6,i,-2,0.7,-5,6,-2
O=C(c1c[nH]c2ccccc2c1=O)N1CCCCCC1,-3,6,-3,i,5,-0.6,-6,0,6
O=C(NCCNC(=O)c1ccc(F)cc1)c1ccc(F)cc1,-5,3,-6,i,-2,-0.4,3,-1,11
CS(=O)(=O)N(CC(=O)N1CCN(c2ccccc2F)CC1)C1CCCCC1,-3,-1,-4,i,2,-0.4,1,1,-6
CS(=O)(=O)Nc1ccccc1C(=O)Nc1cc2c(cc1C(=O)O)OCCCO2,-2,27,-3,i,-2,0.6,9,2,-1
CC(C)c1ccc(-c2csc3ncnc(N4CCN(C)CC4)c23)cc1,0,1,3,i,-1,2.5,-2,-19,10
Cn1c(SCc2ccccc2F)nnc1-c1ccccn1,-3,1,-10,i,2,-0.6,7,0,-7
CCCCCCCCNC1=CC(=O)CC(C)(C)C1,-11,-6,0,i,1,-1.1,7,3,9
O=C(Nc1nc2ccccc2s1)C1c2ccccc2Oc2ccccc21,-4,15,32,i,1,0.6,-3,-39,-13
CC1=C(C#N)C(NC(=O)C2CCCCC2)(C(F)(F)F)C(=O)N1 (centres undefined),-1,-28,-7,i,1,0.8,1,7,-5
Cc1cc(NC(=O)COC(=O)c2ccccc2[N+](=O)[O-])no1,1,-7,0,i,1,0.3,-5,1,-1
O=C(CNCc1ccc(Cl)cc1)Nc1cc(S(=O)(=O)N2CCCC2)ccc1Cl,-3,12,32,i,1,-0.7,-6,-5,-6
O=C(CS(=O)(=O)c1ccc(Cl)cc1)NCc1ccccc1,-2,4,-6,i,0,0.0,13,-4,0
Cc1ccc(-n2nnnc2SCC(=O)Nc2ncc(Cc3ccccc3Cl)s2)cc1,0,2,-1,i,0,-0.3,-4,3,-7
O=C(CCn1cccc1)NCc1ccc2c(c1)OCO2,-9,0,-3,i,-5,0.5,-3,5,-8
Cn1cccc1CC(=O)N/N=C\c1ccccc1,-10,-3,-3,i,6,0.5,-2,0,6
CC(C)(C)c1ccc(C(=O)N2CCCC2)s1,-4,-5,-7,i,-1,-0.8,11,-2,5
COc1cc(NC(=O)c2cc([N+](=O)[O-])ccc2NC(=O)CNC2CCCCC2C)cc(OC)c1 (centres undefined),-1,6,33,i,-2,2.0,0,0,-2
COCCn1c(SCc2cc(=O)n3ccsc3n2)nnc1-c1ccncc1,1,-2,-9,i,1,1.2,-10,1,3
Cc1cc(OCCN2CCOCC2)ccc1Cl,-3,32,-2,i,0,-0.8,11,0,1
Cc1ccc(N/C=C/C(=O)c2cccs2)cc1C,-2,39*,19,i,-1,-0.2,-18,-1,-3
O=C(COc1ccccc1Cl)N1CCN(c2ccc([N+](=O)[O-])c(N3CCCCC3)c2)CC1,-9,7,37,i,-2,-1.0,1,3,3
CCN(CC)S(=O)(=O)c1ccc(N2CCOCC2)c(NC(=O)CNCCc2ccccc2)c1,-9,-13,12,i,-1,-1.3,-1,-1,-2
Cc1cccn2c(CN3CCSCC3)c(C(=O)N3CCOCC3)nc12,0,3,0,i,2,-0.9,4,-7,-4
Cc1ccc(N(C(=O)c2ccco2)C(C(=O)NC2CCCC2)c2cccnc2)cc1C (centres undefined),1,3,1,i,1,-0.8,-4,3,5

The list goes on.
structure,MsrA act,SKN-1 block,FAS TE block,Neddyl block,Rin1-Abl PPI inh,MsrA inhibitor,CendR NRP1 mod,MT1-MMP act inh,E coli Lon inh
Cc1ccc(C)c(S(=O)(=O)/N=C(/Nc2ccccc2)c2ccccc2)c1,-2,10,12,i,2,1.4,-7,-2,-7
CCN(CC)S(=O)(=O)c1cccc(C(=O)NC(C(=O)NCCc2ccccn2)C(C)C)c1 (centres undefined),-1,-3,-2,i,-1,0.6,4,-3,4
FC(F)(F)C1=CC(c2ccc(Br)cc2)=NCCN1,-4,-12,0,i,0,3.4,-3,1,-12
O=S1(=O)C=C(N2CCOCC2)c2ccccc21,1,-1,-5,i,3,-0.6,-17,5,-1
COC(=O)c1sccc1NC(=O)CSc1ccccc1NS(=O)(=O)c1ccc(F)cc1,3,8,30,i,2,0.1,3,-1,3
CC12CC3CC1C(C(=O)O2)C3C(=O)O (centres undefined),-8,-9,-4,i,1,1.1,-3,-5,-13
CSCCC(NC(=O)OC(C)(C)C)C(=O)NC(CC(C)C)C(N)=O (centres undefined),-13,-6,-3,i,-1,-0.5,24,1,13
COc1ccc2nc(SCC(=O)Nc3ccc(S(=O)(=O)Nc4onc(C)c4C)cc3)[nH]c2c1,-11,-12,-5,i,2,-0.5,13,-1,-9
O=C(CSc1ccccc1)Nc1ccc(-c2nc3ccccc3[nH]2)cc1,-4,3,-5,i,1,1.0,2,6,-4
Cc1ccccc1/C=N/Nc1nc2ccccc2[nH]1,-9,0,-3,i,2,2.4,13,8,1
COc1ccc(NC(=O)c2cccnc2N2CCOCC2)cc1,-4,4,-7,i,2,0.9,4,0,2
COC(C(=O)N1CCC(CCC(=O)Nc2ccccc2)CC1)c1ccccc1 (centres undefined),-2,15,0,i,0,0.3,12,-1,11
Nc1nncn1C(=O)c1cccs1,-12,-12,-7,i,1,-0.1,1,-7,-11
CC(=O)C[C@H](O)CC(=O)[C@H]1OC(=O)[C@H](C)CCCCc2ccccc21,0,4,-4,i,1,0.8,-3,-4,-1
CS(=O)(=O)N(CC(=O)Nc1ccc(F)c(F)c1)c1cccc([N+](=O)[O-])c1,0,5,17,i,0,-1.0,3,-8,-7
O=C(NCCCn1ccnc1)c1[nH]c(C(F)(F)F)nc1-c1ccccc1,-3,8,-12,i,3,-0.4,12,1,-5
CCC(C(=O)N1CCc2cc(OC)c(OC)cc2C1)c1ccccc1 (centres undefined),1,1,12,i,4,0.6,3,2,7
OC(CN1CCCCC1)Cn1c(C(F)(F)F)nc2ccccc21 (centres undefined),-5,9,-10,i,0,0.1,-3,4,-6
CCOC(=O)N1CCN(C(=O)C(CC(C)C)NS(=O)(=O)c2ccc3c(c2)oc(=O)n3C)CC1 (centres undefined),-4,5,-5,i,1,0.9,-5,3,-8
COc1ccccc1-c1noc(-c2ccccc2C(=O)Nc2cccnc2)n1,0,17,-5,i,-1,-0.3,5,-2,5
CCCCCc1nnc(NC(=O)CS(=O)(=O)Cc2ccccc2)s1,2,-9,-6,i,0,0.5,-6,-5,-3
Cc1ccc(NS(=O)(=O)c2cccc(C(=O)NNC(=O)c3ccco3)c2)c(C)c1,-11,-12,-7,i,4,-0.2,-5,4,1

Rewritten field by field: entries from further up
COc1ccccc1-c1noc(-c2ccccc2C(=O)Nc2cccnc2)n1
  MsrA act: 0
  SKN-1 block: 17
  FAS TE block: -5
  Neddyl block: i
  Rin1-Abl PPI inh: -1
  MsrA inhibitor: -0.3
  CendR NRP1 mod: 5
  MT1-MMP act inh: -2
  E coli Lon inh: 5
CCCCCc1nnc(NC(=O)CS(=O)(=O)Cc2ccccc2)s1
  MsrA act: 2
  SKN-1 block: -9
  FAS TE block: -6
  Neddyl block: i
  Rin1-Abl PPI inh: 0
  MsrA inhibitor: 0.5
  CendR NRP1 mod: -6
  MT1-MMP act inh: -5
  E coli Lon inh: -3
Cc1ccc(NS(=O)(=O)c2cccc(C(=O)NNC(=O)c3ccco3)c2)c(C)c1
  MsrA act: -11
  SKN-1 block: -12
  FAS TE block: -7
  Neddyl block: i
  Rin1-Abl PPI inh: 4
  MsrA inhibitor: -0.2
  CendR NRP1 mod: -5
  MT1-MMP act inh: 4
  E coli Lon inh: 1

Screening data from PubChem.
